High-throughput results: PubChem, The Scripps Research Institute Molecular Screening Center
GPR151 ag: activates the human receptor GPR151; AID 1508602; activation, % at 11.2 µM; 1% of 650,000 active; PathHunter beta-arrestin GPR151 cells, luminescence; Q8TDV0; in the data active = activation above about 4.9%;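 note: 0% = median of compound wells and 100% = cells with positive control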
Target sequence (Q8TDV0 whole entry, looked up): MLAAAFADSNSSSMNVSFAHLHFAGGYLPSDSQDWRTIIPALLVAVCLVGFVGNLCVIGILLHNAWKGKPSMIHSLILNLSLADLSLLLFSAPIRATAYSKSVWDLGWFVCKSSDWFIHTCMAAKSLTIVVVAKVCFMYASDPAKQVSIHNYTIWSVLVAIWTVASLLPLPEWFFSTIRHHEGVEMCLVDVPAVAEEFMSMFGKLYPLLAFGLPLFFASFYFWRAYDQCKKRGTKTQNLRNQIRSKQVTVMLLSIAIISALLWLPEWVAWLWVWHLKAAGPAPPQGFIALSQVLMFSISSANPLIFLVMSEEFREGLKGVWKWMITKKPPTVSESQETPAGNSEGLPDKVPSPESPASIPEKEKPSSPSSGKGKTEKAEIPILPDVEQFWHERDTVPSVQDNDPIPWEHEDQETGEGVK
FBW7 activator: activators of human E3 ligase FBW7; 0.13% of 650,000 active; AlphaScreen FBW7–phospho-cyclin E peptide binding, activator screen; normalized activity (activation), % at 26.1 µM; in the data active = normalized activity above about 1.9%;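 note: purified mutant Fbw7 with reduced substrate affinity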
TEAD-YAP block: TEAD-YAP interaction inhibition; HEK-TIYL cells, TEAD-Gal4/YAP UAS-luciferase luminescence; inhibition, % at 9.12 µM; 1.4% of 640,000 active; in the data active = inhibition above about 32%;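 note: 0% = median of test compound wells and 100% = reference inhibitor wells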
MITF primary: inhibitors of human MITF. inhibition, % at 2.6 µM. AlphaScreen MITF homodimerization, bead proximity signal. 0.91% of 650,000 active; in the data active = inhibition above about 50%;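 note: 0% = vehicle wells with protein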
Target sequence (O75030 whole entry, looked up): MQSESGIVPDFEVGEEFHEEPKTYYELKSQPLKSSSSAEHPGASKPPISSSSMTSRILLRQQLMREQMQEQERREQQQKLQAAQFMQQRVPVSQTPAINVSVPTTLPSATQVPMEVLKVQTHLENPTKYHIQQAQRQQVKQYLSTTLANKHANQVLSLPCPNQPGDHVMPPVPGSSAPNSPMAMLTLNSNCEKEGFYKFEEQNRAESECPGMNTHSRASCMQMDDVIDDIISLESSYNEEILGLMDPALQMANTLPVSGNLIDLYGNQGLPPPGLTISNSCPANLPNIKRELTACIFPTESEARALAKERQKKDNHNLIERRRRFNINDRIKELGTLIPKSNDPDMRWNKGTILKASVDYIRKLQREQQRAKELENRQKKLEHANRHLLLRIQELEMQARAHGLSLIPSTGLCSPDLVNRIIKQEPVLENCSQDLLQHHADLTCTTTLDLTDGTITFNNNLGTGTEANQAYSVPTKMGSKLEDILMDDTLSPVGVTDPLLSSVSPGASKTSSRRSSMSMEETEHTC
The depositor's hits bear a star.

smiles	GPR151 ag	FBW7 activator	TEAD-YAP block	MITF primary
COc1cc(C=O)ccc1OC(=O)c1ccccc1F	0.1	0.0	4	-9
Cc1c(O)ccc2c(=O)c(-c3ccccc3)c(C(F)(F)F)oc12	0.6	0.2	5	11
COC(=O)CN(C)S(=O)(=O)c1ccc(OC)c(C)c1	0.7	-0.1	0	8
COc1ccc(CC2=NOC(CNC(=O)/C=C/c3ccccc3F)C2)cc1 (stereo unspecified)	-0.2	0.6	-7	24
Cc1ccc(-c2nc(CS(=O)(=O)CC(=O)Nc3cc(C)cc(C)c3)c(C)o2)cc1	1.1	0.1	9	11
COc1cccc(C(=S)N2CCCC2)c1OC	2.0	0.0	2	-3
COCCCNc1nc2ccccc2c2nc(CCn3c(C)nc4ccccc43)nn12	-0.5	0.0	3	-3
O=C(c1ccc2nc3cc(Cl)ccc3c(=O)n2c1)N1CCN(c2ccccc2)CC1	-0.4	-0.1	-4	-3
O=c1[nH]c(/C=C\c2ccc3c(c2)OCO3)c([N+](=O)[O-])c(=O)[nH]1	-1.8	0.0	4	9
Cc1[nH]ncc1-c1ccc2cnc(Nc3ccc(-n4cnc(N5CCOCC5)n4)cc3)nc2c1	0.5	0.0	85*	18
O=C(NCc1ccco1)Nc1ccc(Br)cc1	-1.9	-0.1	-20	7
Cc1cc(C(=O)COc2ccccc2C(N)=O)c(C)n1Cc1ccc2c(c1)OCO2	0.0	-0.2	18	-13
Cc1cccc(OCC(=O)Nc2ccccc2C(=O)NCc2ccccc2)c1	-0.3	0.9	-12	5
CCC(C)NC(=O)CN(c1ccccc1Cl)S(C)(=O)=O (stereo unspecified)	-0.3	0.2	-3	-6
Cc1ccccc1-c1cn[nH]c1C1CCN(C(=O)c2cccc(N3CCCC3=O)c2)CC1	-0.2	0.1	-6	16
COC(=O)C1=C(C)N=c2s/c(=C/C=C/c3ccccc3)c(=O)n2C1c1ccccc1 (stereo unspecified)	0.0	0.0	8	14
COCCCNc1c2c3c(cccc3n(C)c1=O)C(=O)c1ccccc1-2	-0.4	-0.1	4	12
O=c1cc(Nc2cccc(C(F)(F)F)c2)[nH]c(=O)[nH]1	1.3	-0.1	-7	-3
Nc1ncc(Br)cc1S(=O)(=O)NCc1ccccc1	0.0	0.1	-4	8
CCS(=O)(=O)c1nnnn1-c1ccccc1F	-0.4	-0.3	-10	1
Cc1cc(C)c(S(=O)(=O)N2CC(O)CC2C(=O)O)c(C)c1 (stereo unspecified)	-1.4	0.0	-4	-3
Cc1cc(NC(=O)CC2CCCCC2)nc2c1c(=O)oc1ccccc12	-0.7	-0.1	9	18
CC(C)C(c1nnnn1Cc1ccc2c(c1)OCO2)N1CCN(c2ccccc2F)CC1 (stereo unspecified)	0.3	-0.2	14	3
CCOc1ccc(Nc2cc(N3CCN(c4ccccn4)CC3)c3noc4c3c2C(=O)c2ccccc2-4)cc1	-1.3	-0.1	4	5
CC(C)COc1ccc(C(=O)N2c3ccccc3CC2C)cc1 (stereo unspecified)	0.2	0.5	3	3

Look-ups from the results shown:
Cc1cc(C)c(S(=O)(=O)N2CC(O)CC2C(=O)O)c(C)c1 (stereo unspecified) in GPR151 ag → -1.4
Cc1cc(C(=O)COc2ccccc2C(N)=O)c(C)n1Cc1ccc2c(c1)OCO2 in GPR151 ag → 0.0
Cc1cccc(OCC(=O)Nc2ccccc2C(=O)NCc2ccccc2)c1 in FBW7 activator → 0.9
CCOc1ccc(Nc2cc(N3CCN(c4ccccn4)CC3)c3noc4c3c2C(=O)c2ccccc2-4)cc1 in GPR151 ag → -1.3

(continued)
smiles	GPR151 ag	FBW7 activator	TEAD-YAP block	MITF primary
CCOCCn1ccc2c(OCC(=O)c3ccc(Cl)cc3)cccc2c1=O	-0.4	0.0	-6	8
CC(NC(=O)c1ccncc1)C1CC2CCC1C2 (stereo unspecified)	-2.3	0.0	-1	-4
C=CCNC(=O)C1CCC(Cn2c(=S)[nH]c3ccsc3c2=O)CC1 (stereo unspecified)	0.1	-0.1	-7	-4
CCOc1ccccc1N1CCN(Cc2coc3ccccc3c2=O)CC1	1.4	-0.1	1	46
NC(=O)c1ccccc1NC(=O)c1cccc2c1C(=O)N(C1CCCCC1)C2	-0.3	1.0	0	11
O=C(NC1CCCC1)C1CCCN1C(=O)Nc1ccccc1Cl (stereo unspecified)	-0.6	-0.1	9	-1
CCn1c(/C=C/c2ccccc2[N+](=O)[O-])nc2ccc(I)cc2c1=O	-1.1	-0.2	5	-1
N#Cc1ccc(C(=O)Nc2cccc(-c3nc4ncccc4o3)c2)c(F)c1	0.2	0.1	2	-12
O=c1[nH]c2nc(-c3ccccc3)cn2[nH]c1=O	0.1	0.0	0	22
CCc1nnc(SCC(=O)Nc2ccc(C(C)=O)cc2)n1-n1cccc1	0.6	0.0	1	6
Cc1cccc(NC(=O)CSc2nc(C)cc(C)c2C#N)n1	0.5	-0.1	81*	-14
CCN1c2ncccc2C(=O)NC12CCN(C(=O)c1ccco1)CC2	-0.4	0.1	-2	11
CC1CCN(c2cc(N3CCN(C(=O)c4ccccc4)CC3)c([N+](=O)[O-])cc2F)CC1	-2.5	-0.1	11	-3
N#CCCC1(CCC#N)S(=O)(=O)CC(c2ccccc2)CS1(=O)=O	1.1	0.0	-1	7
CC1=C(C(N)=O)C(c2ccc([N+](=O)[O-])cc2)n2nc(SCc3ccccc3)nc2N1 (stereo unspecified)	-0.7	-0.1	-1	-6
O=C(CN1CCC(c2ccncc2)CC1)NCc1cccs1	0.2	0.0	-1	0
COc1cc(N=Cc2c(O)n(-c3ccc(F)cc3)c(=S)[nH]c2=O)cc(OC)c1	-0.6	0.1	5	9
COC(=O)c1c(NC(=O)NS(=O)(=O)c2ccc(C)cc2)sc2c1CCCC2	-2.2	-0.3	-12	-4
CCc1nnc(NC(=O)c2c(-c3ccccc3)noc2C)s1	-0.5	-0.1	-1	-4
O=C(/C=C/c1cccc(Br)c1)Nc1nn[nH]n1	0.4	-0.2	15	6
COC(=O)c1cccc(OC(=O)c2ccc([N+](=O)[O-])cc2)c1	-1.0	0.0	2	12
NS(=O)(=O)c1ccc(CCNc2ncccn2)cc1	-1.1	-0.2	3	-10
CC(C)COc1ccc(Br)cc1C(=O)O	-0.3	0.0	8	-14
CCn1c2ccccc2c2cc(NC(=O)CCN3C(=O)c4ccccc4C3=O)ccc21	1.5	-0.1	-20	-1
COc1ccc(C2=NC(C(F)(F)F)(C(F)(F)F)N=C(N3CCCCC3)O2)cc1	1.2	0.3	8	-13
C#CCN1C(=O)C2C(C(=O)NC)C3C=CC2(O3)C1C(=O)NC1CCCC1 (stereo unspecified)	-0.4	0.4	-8	13
CCOc1ccccc1NC(=O)NC1(C(=O)N2CCN(CC)CC2)CCCCC1	-1.1	0.1	14	-3
COc1ccc(C(=O)NC(c2ccccc2OC)c2cc(Cl)c3cccnc3c2O)cc1 (stereo unspecified)	0.1	-0.2	16	5
COC(=O)C1=C(C)NC2=C(C(=O)CC(c3ccc(OC)c(OC)c3)C2)C1c1ccc(OC)c(OC)c1 (stereo unspecified)	-0.4	-0.1	0	1
CCOC(=O)c1c(NC(=O)c2cc(-c3cccc(OCC)c3)nc3ccccc23)sc2c1CCC(C(C)(C)C)C2 (stereo unspecified)	-0.6	0.6	2	18
N#Cc1c(N)nc2sc(C(=O)c3ccc(Cl)cc3)c(N)c2c1-c1ccccc1I	2.8	0.0	6	-2
O=C(COC(=O)c1cc([N+](=O)[O-])ccc1NCCO)c1ccc2c(c1)-c1ccccc1C2	-0.9	-0.1	-2	1
Cc1ccc(NC(=S)N2CCN(CCN3C(=O)c4cccc5cccc(c45)C3=O)CC2)cc1	-1.4	0.3	-13	16
O=C(NN1C(=O)C2C3c4ccccc4C(c4ccccc43)C2C1=O)c1cccc([N+](=O)[O-])c1 (stereo unspecified)	-0.8	0.3	3	18
CC1=C(C(=O)OC2CCCCC2)C(c2ccc(C)cc2)n2ncnc2N1 (stereo unspecified)	0.1	-0.2	-2	8
Cc1ccc(NC(=O)Cn2cnc3sc(C(=O)NCCCN4CCOCC4)c(C)c3c2=O)cc1Cl	-0.7	-0.1	0	0
CCOC(=O)c1c(NC(=O)COc2ccc(F)cc2F)sc2c1CCC(CC)C2 (stereo unspecified)	0.8	-0.1	11	1
CC(=O)c1cccc(NC(=O)NC(C)C2CCCO2)c1 (stereo unspecified)	0.1	0.0	2	-15
O=C(CSc1nc2ccsc2c(=O)n1Cc1ccccc1)c1ccccc1	-0.8	-0.2	0	-8
CCOC(=O)N1CCN(C(=O)c2ccc3c(c2)NC(=O)C(CSCc2ccccc2C)N3)CC1 (stereo unspecified)	-0.4	-0.1	-4	-5
O=C(Nc1ccc(Cl)cc1)Nc1nnc(-c2cccc([N+](=O)[O-])c2)s1	0.0	0.1	5	8
C=CCN(c1ccc(C(=O)NCCSc2ccc(Cl)cc2)cc1)S(C)(=O)=O	0.3	0.4	14	10
CCOC(=O)C1CCCN(C(=O)c2cc(-c3cccs3)nn2C)C1 (stereo unspecified)	3.3	0.2	12	7
CCOC(=O)N1CCN(CC(O)COc2ccc3oc4ccccc4c3c2)CC1 (stereo unspecified)	1.6	0.2	4	16
CCCCOc1ccc(C(=O)NCc2nnc(SCC(=O)Nc3sc(C(=O)OCC)c(C)c3C(=O)OCC)n2C)cc1	2.8	0.0	-3	2
O=C(COc1ccccc1F)N1CCCc2ccccc21	1.1	0.4	2	-4
CCOc1ccc(N2C(=O)CN(C)C2=S)cc1	0.0	-0.1	-1	9
COc1ccccc1OCC(=O)N1CCN(c2ccccc2F)CC1	1.3	0.2	-3	9
Cc1ccccc1NC(=O)CCCC(=O)Nc1ccccc1C	-0.9	-0.1	6	13
CCOc1ccc2ccccc2c1/C=C1\SC(c2ccc(C)cc2)=NC1=O	0.2	-0.2	3	-17

Not a retest: an excerpt of the list.
smiles	GPR151 ag	FBW7 activator	TEAD-YAP block	MITF primary
O=C(COC(=O)c1cc([N+](=O)[O-])ccc1NCCO)c1ccc2c(c1)-c1ccccc1C2	-0.9	-0.1	-2	1
Cc1ccc(NC(=S)N2CCN(CCN3C(=O)c4cccc5cccc(c45)C3=O)CC2)cc1	-1.4	0.3	-13	16
O=C(NN1C(=O)C2C3c4ccccc4C(c4ccccc43)C2C1=O)c1cccc([N+](=O)[O-])c1 (stereo unspecified)	-0.8	0.3	3	18

(further entries)
smiles	GPR151 ag	FBW7 activator	TEAD-YAP block	MITF primary
CN(C)c1ccc(/C=N/NS(=O)(=O)c2ccc(C(C)(C)C)cc2)cc1	0.0	-0.2	1	1
COc1ccc(C)cc1NC(=O)NCc1cc(C)n(C)n1	1.0	0.0	35*	0
CCN(CC)C(=O)Cc1noc2ccccc12	0.5	0.0	-6	2
O=C(CSc1nnc(COc2ccc3ccccc3c2)o1)NC1CCCCC1	0.1	0.3	-11	13
COc1ccc(C(=O)N/C(=C/c2cccc([N+](=O)[O-])c2)C(=O)Nc2ccc(Cl)cc2C)c(Cl)c1	1.2	-0.1	-26	7
O=C(Cn1ccnc1)N1CCCCC1c1nc2ccccc2[nH]1 (stereo unspecified)	-1.3	0.9	-2	13
CC(C)NC(=O)Cn1c(SCC(=O)N(C(C)C)C(C)C)nc2ccccc21	2.1	-0.2	-3	-7
O=C(c1ccccc1)c1cccc(N2C(=O)C3C4C=CC(C4)C3C2=O)c1 (stereo unspecified)	0.4	0.0	8	14
CC1=C(C(=O)OCc2ccccc2)C(c2cc([N+](=O)[O-])ccc2Cl)C2=C(CCCC2=O)N1 (stereo unspecified)	0.3	-0.2	0	1
N#Cc1c(-c2ccc(Cl)cc2)cc(-c2cccs2)nc1SCc1cccc(Br)c1	0.5	0.0	6	-12
Nc1ncc(N=Nc2ccc(Cl)c(S(=O)(=O)N3CCOCC3)c2)s1	-1.5	-0.3	-1	8
NS(=O)(=O)c1ccc(N/N=C/C=C/c2ccccc2[N+](=O)[O-])cc1	1.4	-0.1	-48	7
CC(=O)Cc1nsc(Nc2ccc(Cl)cc2)n1	1.1	-0.2	-48	15
COc1cccc(N2C(=O)CN(C(=O)c3ccc(-n4cccn4)cc3)CC2C)c1 (stereo unspecified)	1.4	0.2	0	17
CCC(C)C(=O)NCc1nnc2n1CCN(Cc1cc(CN3CCCCC3)cs1)CC2 (stereo unspecified)	2.9	0.4	-4	5
O=C(CSc1nc2ccccc2c(=O)n1C1CCCCC1)N1CCCc2ccccc21	-0.2	0.0	-11	-50
N#Cc1c(N2CCCC2)n[nH]c1NC(=O)Cc1c(Cl)cccc1Cl	0.8	0.0	0	10
COc1cc(NS(=O)(=O)c2ccc(NC(=O)c3ccc(C)cc3)cc2)nc(OC)n1	0.8	0.0	-2	13
O=c1oc2c(-c3ccc(F)cc3)cc(O)cc2s1	0.4	-0.1	-1	-4
CC1CCC(C(C)C)C(OC(=O)c2cccc(N3C(=O)C4C5c6ccccc6C(c6ccccc65)C4C3=O)c2)C1 (stereo unspecified)	1.0	-0.1	3	-2
CC1CC(=O)C=C(O)C1C(=O)OC(C)(C)C (stereo unspecified)	1.3	-0.1	10	-9
C=CCNC(=S)NNC(=O)COc1ccc2cc(Br)ccc2c1	9.7*	-0.2	-74	-10
C[C@@H]1NC(=O)[C@H]2CN(C(=O)c3ccc(Cl)cc3)CCN2C1=O	0.3	0.1	5	6
CS(=O)(=O)c1ccc(Oc2ccc3c(c2)CCC3)c([N+](=O)[O-])c1	-0.7	-0.1	-4	1

Whole records, looked up by structure:
Results for Cc1cc(NC(=O)CC2CCCCC2)nc2c1c(=O)oc1ccccc12 : GPR151 ag: -0.7; FBW7 activator: -0.1; TEAD-YAP block: 9; MITF primary: 18
Results for O=C(CN1CCC(c2ccncc2)CC1)NCc1cccs1 : GPR151 ag: 0.2; FBW7 activator: 0.0; TEAD-YAP block: -1; MITF primary: 0

An unsorted share of the library; about 3.4% have a hit in one of these screens.
